# Source: PubChem BioAssay
# H69AR growth 86K: growth inhibitors of human H69AR lung tumor cells; H69AR lung tumor viability, ATP luminescence, 72 h; stronger effect = lower value; viability, % at 10 µM; 6% of 85,000 active; AID 598;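 active means viability at or below 40%; inactive means viability above 40%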;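 further: multidrug resistant small cell line overexpressing MRP-1 efflux transporter; 100% = mean luminescence of untreated control wells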
# ERa coact pot: enhances coactivator binding to human estrogen receptor alpha. TR-FRET ERalpha-LBD/SRC-Cy5 coactivator binding, 2 h; 100 = basal binding, no effect. coactivator binding (% of control), % at 25.6 µM. AID 639. 1.3% of 86,000 active; in the data active means activity above about 200%;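 further: binding measured in presence of low estradiol as agonist stimulus; 0% = peptide alone without receptor and 100% = receptor with peptide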
# Candida biofilm: kills Candida albicans biofilms | 0.14% of 85,000 active | inhibition, % at 6 µM | C. albicans biofilm + clotrimazole, Alamar Blue;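 active means inhibition above 20%; inactive means inhibition below 20%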;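 further: preformed 24 hr biofilms exposed to compound for 48 hr; 0% = biofilm without compound and 100% = blank killed by clotrimazole plus chlorhexidine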
# ERa coact inh: ER-alpha (human) coactivator binding inhibition; TR-FRET ER-alpha LBD / SRC-1 peptide, estradiol-bound; inhibition, % at 25.6 µM; 1.7% of 86,000 active; AID 629; in the data active means inhibition above about 50%;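 further: 0% = receptor plus peptide control and 100% = peptide only without receptor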
# Fibroblast inh: blocks proliferation of human lung fibroblasts; LL 47 human lung fibroblast viability, ATP luminescence; stronger effect = lower value; viability, % at 10 µM; 1.1% of 85,000 active; AID 719;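 active means viability at or below 50% in the single dose screen; inactive means viability above 50%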;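 further: compound exposure lasted 72 h before the ATP readout; 100% = median luminescence of untreated cell-only wells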
#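 Material: human lung fibroblast line LL 47, low passage; Evaluation: viability percentage against median untreated-cell control; Buffer or medium: 15% FBS in IMEM; Incubation: 72 h compound exposure at 37 °C after overnight plating; Dosing: 0.1% DMSO in all compound wells; Measured by: CellTiter-Glo luminescence.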
# HUVEC prolif 384: blocks proliferation of human endothelial cells; HUVEC proliferation, CellTiter-Glo luminescence, 72 h; stronger effect = lower value; viability, % at 10 µM (by protocol); 1.1% of 86,000 active; AID 648;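 active means viability at or below 30%; inactive means viability above 30%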;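 further: 100% = median luminescence of DMSO-only cell control wells on each plate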
# Smad3 inh: Smad3 (human) transcription factor binding inhibition; 0.29% of 88,000 active; P84022; AID 630; TR-FRET Smad3/Dy647-FoxH1 peptide binding, europium anti-His; inhibition, % at 25 µM;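 active means compounds that reduce the energy-transfer binding signal between the protein and its labelled peptide by more than half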;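 further: 0% = Smad3 plus labelled peptide maximal FRET and 100% = peptide-only background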
# Target sequence (P84022 whole entry, looked up): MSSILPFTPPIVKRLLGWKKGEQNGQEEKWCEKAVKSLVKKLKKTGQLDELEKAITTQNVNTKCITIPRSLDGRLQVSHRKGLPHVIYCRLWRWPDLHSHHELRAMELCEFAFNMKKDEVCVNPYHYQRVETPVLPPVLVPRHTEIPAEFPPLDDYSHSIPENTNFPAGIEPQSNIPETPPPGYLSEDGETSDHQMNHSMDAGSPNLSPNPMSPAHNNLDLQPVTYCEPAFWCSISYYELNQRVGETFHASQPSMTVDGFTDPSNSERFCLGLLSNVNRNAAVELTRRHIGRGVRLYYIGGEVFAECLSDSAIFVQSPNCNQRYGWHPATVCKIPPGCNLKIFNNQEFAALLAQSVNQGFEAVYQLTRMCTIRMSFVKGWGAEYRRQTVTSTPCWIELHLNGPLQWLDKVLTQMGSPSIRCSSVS
# ERb SRC1 inh: blocks coactivator binding to human estrogen receptor beta | inhibition, % at 25.6 µM | 1.3% of 86,000 active | Q92731 | TR-FRET ER-beta LBD / SRC1-Cy5 peptide binding; receptor agonist-loaded with 1 µM estradiol;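 active means compounds whose percent inhibition of the receptor-coactivator binding signal exceeds about 50% in the single-dose screen, limit read from the data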;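 further: 0% = receptor plus peptide wells without compound and 100% = peptide-only wells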
# sEH act: soluble epoxide hydrolase (human) activation; P34913; purified human sEH enzymatic activity, activator screen; activation, % at 2 µM; 0.04% of 91,000 active; AID 717; in the data active means activation above about 37%; further: values of inactives mirror those of a sister screen read the other way
# Target sequence (P34913 whole entry, looked up): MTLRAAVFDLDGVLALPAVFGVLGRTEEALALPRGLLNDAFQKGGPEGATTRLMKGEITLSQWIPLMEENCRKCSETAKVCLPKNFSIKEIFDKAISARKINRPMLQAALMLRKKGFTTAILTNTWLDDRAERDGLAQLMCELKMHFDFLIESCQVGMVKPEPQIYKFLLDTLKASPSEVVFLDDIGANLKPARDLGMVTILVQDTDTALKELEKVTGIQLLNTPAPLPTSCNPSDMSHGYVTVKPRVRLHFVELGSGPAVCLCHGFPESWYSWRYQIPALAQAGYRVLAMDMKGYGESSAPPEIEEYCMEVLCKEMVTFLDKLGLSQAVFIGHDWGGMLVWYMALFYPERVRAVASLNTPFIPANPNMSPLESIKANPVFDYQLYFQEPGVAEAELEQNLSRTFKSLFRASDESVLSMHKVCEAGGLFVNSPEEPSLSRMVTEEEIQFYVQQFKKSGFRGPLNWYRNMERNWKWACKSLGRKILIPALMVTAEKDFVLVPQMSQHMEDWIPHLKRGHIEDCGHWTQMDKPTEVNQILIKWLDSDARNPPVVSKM
# * hit, by the source's call; . = no result given; [ ] = another dose, or the depositor's remark. The list is partial (hit frequency here may not be typical).
SMILES,H69AR growth 86K,ERa coact pot,Candida biofilm,ERa coact inh,Fibroblast inh,HUVEC prolif 384,Smad3 inh,ERb SRC1 inh,sEH act
O=C(CCc1ccc(S(=O)(=O)N2CCOCC2)cc1)NCCc1ccccn1,90,115,9,-6,103,90,-3,-2,-2
Clc1ccc(OCc2cn3cccnc3n2)c2ncccc12,87,96,12,-3,103,85,5,8,8
O=C(Nc1cccc(C(=O)N2CCOCC2)c1)c1cccnc1,94,91,9,-1,104,87,-2,-7,7
C=CCN1C(=O)/C(=C2/Sc3ccccc3N2CCCS(=O)(=O)O)SC1=S,99,67,3,28[fluorescence artefact?],93,83,0,47[fluorescence artefact?],.
Cc1ccc2c(c1)CCCN2C(=O)C1CCCO1 (stereo not drawn),99,106,7,0,108,102,6,-6,-9
CCn1c(=O)cc(OCC(=O)Nc2cc(C)ccn2)c2ccccc21,93,109,5,-3,96,90,0,1,-20
CCOc1ccc(C2CC(c3ccc(F)cc3)Nc3nc(N)nn32)cc1 (stereo not drawn),89,124,8,-8,94,88,2,-9,.
CC(C)(C)n1cnc2cc(NS(=O)(=O)c3ccc(Br)cc3)ccc21,83,93,3,1,87,100,9[fluorescence artefact?],2,-1
CCCC(c1nnnn1CCc1ccccc1)N1CCN(C2CCCC2)CC1 (stereo not drawn),100,108,4,2[fluorescence artefact?],98,92,-5,-1[fluorescence artefact?],-12
Cc1ccc(-c2csc(N3N=C(c4ccccc4)/C(=C\c4ccc(N(C)C)cc4)C3=O)n2)cc1,91,82,4,9,99,98,-1,15,-4
O=S1(=O)CCC(S(=O)(=O)N2CCCCCC2)C1 (stereo not drawn),88,110,4,-3,99,97,29[fluorescence artefact?],-4,8
CCOC(=O)C1CCN(Cc2cccc(OC)c2)CC1,91,104,5,-11,94,100,9,-8,-10
COc1cccc(CN2C(=O)C3(C(C#N)=C(N)OC4=C3C(=O)CCC4)c3ccccc32)c1 (stereo not drawn),19*,114[fluorescence artefact?],3,-10,20*,4.0*,1,6,-4
CCN1CCN(C(=O)c2cnn3c(C(F)F)cc(-c4ccc(C)cc4)nc23)CC1,86,101,3,2,100,102,-4,0,-4
CC1CCC(NS(=O)(=O)c2ccc3c(c2)n(C)c(=O)c(=O)n3C)CC1 (stereo not drawn),84,96[fluorescence artefact?],5,-2,87,87,-7,-4,.
CN1C(=O)NC(c2ccc(O)cc2)C(C(=O)c2cccs2)C1(O)C(F)(F)F (stereo not drawn),82,104,6,10[fluorescence artefact?],106,83,13,8[fluorescence artefact?],0
COC(=O)CSC1=C(C#N)C(=O)NC(c2ccccc2)S1 (stereo not drawn),1.3*,77,0,-3,7.4*,28*,31[fluorescence artefact?],-8,-9
CCS(=O)(=O)c1ccc(O)c(N2C(=O)C3C4C=CC(C4)C3C2=O)c1 (stereo not drawn),88,87,5,0,101,100,0,-2,-7
O=C1CCC(=O)N1c1cccc(-c2nc3ccccc3o2)c1,98,137,3,-4,108,106,-1,-3[fluorescence artefact?],9
O=C(c1c(Cl)nc2sccn12)N1CCCc2ccccc21,84,111,11,-6,95,108,-2,-3,.
COC(=O)c1ccc(NC(=O)c2ccc3c(c2)OCO3)cc1,79,115[fluorescence artefact?],6,6,95,90,2,-4,-11
O=C(COc1ccccc1)NC1CCN(Cc2ccccc2)CC1,98,119,1,-23,109,103,-16,-22[fluorescence artefact?],8
Cc1[nH]n(-c2ccccc2)c(=O)c1S(=O)(=O)c1ccccc1,98,100,8,-18,102,87,-1,-6,-3
COc1ccc(C2C(C(=O)NCC3CCCO3)CCC(=O)N2c2ccc3c(c2)OCO3)cc1 (stereo not drawn),90,106,6,-10,100,104,-2,-7,.
CC(CN1CCCCC1)OC(=O)c1ccccc1Cl (stereo not drawn),86,107[fluorescence artefact?],1,1[fluorescence artefact?],103,97,4,-9[fluorescence artefact?],.
COc1cccc(C2NC(CC(C)C)(C(=O)O)C3C(=O)N(Cc4ccccc4)C(=O)C23)c1O (stereo not drawn),89,118,5,-51,101,105,0,-9,.
COc1ccccc1CNC(=O)C(C)NS(=O)(=O)c1ccc(C)cc1 (stereo not drawn),91,105,5,-8,99,91,-2,-8,-5
COc1ccc(-c2c3c(nc4sc(C(=O)Nc5cc(C)on5)c(N)c24)CCC3)cc1,54,182[fluorescence artefact?],5,-5,74,79,-2[fluorescence artefact?],1,7
CN1CCN(C(=O)c2cc3nc(-c4ccc(F)cc4)cc(C(F)(F)F)n3n2)CC1,105,101,7,8,108,105,-1,17,3
CCCC(=O)Nc1nnc(-c2ccc(Cl)s2)o1,82,110[fluorescence artefact?],2,-3,95,109,-1,-2,.

# Sorted by the number under Smad3 inh (high to low): 3 of the compounds above.
canonical_smiles | ERa coact pot | ERa coact inh | Smad3 inh | ERb SRC1 inh | sEH act
CC(CN1CCCCC1)OC(=O)c1ccccc1Cl (stereo not drawn) | 107[fluorescence artefact?] | 1[fluorescence artefact?] | 4 | -9[fluorescence artefact?] | .
COc1cccc(C2NC(CC(C)C)(C(=O)O)C3C(=O)N(Cc4ccccc4)C(=O)C23)c1O (stereo not drawn) | 118 | -51 | 0 | -9 | .
COc1ccc(C2C(C(=O)NCC3CCCO3)CCC(=O)N2c2ccc3c(c2)OCO3)cc1 (stereo not drawn) | 106 | -10 | -2 | -7 | .

# Carrying on.
SMILES,H69AR growth 86K,ERa coact pot,Candida biofilm,ERa coact inh,Fibroblast inh,HUVEC prolif 384,Smad3 inh,ERb SRC1 inh,sEH act
COCCCn1c(SCC(=O)Nc2nnc(C)s2)nnc1-c1ccoc1C,97,112,5,-2,102,96,9,-5,-9
CC/C(C)=C1\SC(N2CCN(C(C)=O)CC2)=NC1=O,84,89,14,4[fluorescence artefact?],105,110,8,3[fluorescence artefact?],.
O=S(=O)(c1ccc2ccccc2c1)n1cnc2ccccc21,98,98[fluorescence artefact?],0,-6[fluorescence artefact?],.,80,-13,-1[fluorescence artefact?],.
COc1cccc(C2=Nn3c(nnc3-c3ccccc3O)SC2)c1,40,138[fluorescence artefact?],3,-7,84,96,0,-4,-8
Cc1nc(SCC(=O)N2CCOCC2)c2ccsc2n1,84,115,4,-10,91,78,0,-8,0
COc1ccccc1Cn1nnc2c(=O)[nH]c(C3CCN(C(=O)c4ccccc4Cl)CC3)nc21,66,109,8,1,96,87,2,-2[fluorescence artefact?],0
CC(=O)/C(C#N)=C1\NC(=O)C(Cc2ccccc2)S1 (stereo not drawn),119,110[fluorescence artefact?],7,5[fluorescence artefact?],76,82,2,0[fluorescence artefact?],.
Cc1ccccc1C(=O)N1CCC(C(N)=O)CC1,91,103,3,6[fluorescence artefact?],105,106,-6,4,-9
Cc1nnc(SC(C)C(=O)Nc2ncc(Cl)cc2Cl)n1Cc1ccccc1 (stereo not drawn),98,103,-2,-2,93,91,7,-7,-6
C=CCn1c(=O)c2c(nc3n2CCN3c2cccc(Cl)c2C)n(C)c1=O,68,92,11,-10,97,97,4,-11,.
O=C(CSc1nnc2n(C3CCCC3)c(=O)c3ccccc3n12)N1CCCCCC1,80,96[fluorescence artefact?],-2,0[fluorescence artefact?],103,93,-12,11[fluorescence artefact?],9
COc1ccc(/C(O)=C2/C(=O)C(=O)N(c3ncccn3)C2c2ccc(OC)c(OC)c2)cc1 (stereo not drawn),90,112,13,-8,96,81,-10,-2,.
O=C1OC(c2ccc(Cl)cc2)/C(=C(/O)c2ccccc2)C1=O (stereo not drawn),97,98,12,-9,110,114,3,-1,5
CSc1nc(NCc2ccco2)c2c3c(sc2n1)CN(C)CC3,61,37[fluorescence artefact?],4,30[fluorescence artefact?],91,75,9,43,4
COc1cc(OC)nc(NC(=O)CSc2nc3ccccc3o2)n1,101,118[fluorescence artefact?],-1,21,103,99,11[fluorescence artefact?],10[fluorescence artefact?],7
COC(=O)c1n[nH]c2ccccc12,89,119[fluorescence artefact?],7,7[fluorescence artefact?],93,78,-1,0[fluorescence artefact?],.
COc1cc(NC(=O)C2CCCCC2)c(OC)cc1NC(=O)CCC(=O)NCc1ccco1,100,107,5,-10,101,99,6,-8,-2
CCC(OC(=O)c1nsc(Cl)c1Cl)C(=O)NCc1cccs1 (stereo not drawn),106,103[fluorescence artefact?],-1,20,96,96,6,16,3
Cc1ccc(NC(=O)CCSc2nnnn2-c2ccc3c(c2)OCO3)cc1C,98,100[fluorescence artefact?],9,-6,90,92,13[fluorescence artefact?],-6,-26
Cc1cc(=O)n(CCO)c(O)c1C#N,95,130,7,2,99,86,17,-1,-33
COc1cc2cc(CN(CCO)C(=O)c3cccs3)c(=O)[nH]c2cc1OC,93,94,0,16,100,100,1,6[fluorescence artefact?],-4
COC(=O)C1OC2(OC1C(=O)OC)c1ccccc1-c1ccccc12 (stereo not drawn),98,117[fluorescence artefact?],6,1,100,89,7[fluorescence artefact?],3,10
Cc1cc(=O)oc(C)c1C(=O)Nc1ccc(Cl)cn1,73,98,5,-13,96,101,-15,-13,.
Cc1c(C(=O)N2CCN(c3ccccc3F)CC2)sc2nc(-c3ccccc3)cn12,93,105[fluorescence artefact?],6,-58,102,108,-9,0,-6
CCOc1ccccc1N1C(=O)c2cccnc2C1=O,99,132,11,-2,93,94,-6,-16,-3
O=C(c1ccc(S(=O)(=O)N2CCCCC2)cc1)c1nnc(-c2ccc(Cl)cc2)o1,53,126,6,4[fluorescence artefact?],79,51,16[fluorescence artefact?],3,9
O=C1CN=C(Nc2ccc(Cl)cc2)N1c1ccccc1,100,120[fluorescence artefact?],8,-16,97,94,-2,-10[fluorescence artefact?],7
C=C(C)Cn1c(CNC(C)=O)nc2ccccc21,94,106,-1,-1,97,102,-21,6[fluorescence artefact?],.
CC(C)N(C(=O)CSc1nnnn1C1CCCC1)C(C)C,98,101[fluorescence artefact?],10,6,98,106,-9,11,-10

# In the list so far, 12 contain a Cl atom.
SMILES,H69AR growth 86K,ERa coact pot,Candida biofilm,ERa coact inh,Fibroblast inh,HUVEC prolif 384,Smad3 inh,ERb SRC1 inh,sEH act
Clc1ccc(OCc2cn3cccnc3n2)c2ncccc12,87,96,12,-3,103,85,5,8,8
O=C(c1c(Cl)nc2sccn12)N1CCCc2ccccc21,84,111,11,-6,95,108,-2,-3,.
CC(CN1CCCCC1)OC(=O)c1ccccc1Cl (stereo not drawn),86,107[fluorescence artefact?],1,1[fluorescence artefact?],103,97,4,-9[fluorescence artefact?],.
CCCC(=O)Nc1nnc(-c2ccc(Cl)s2)o1,82,110[fluorescence artefact?],2,-3,95,109,-1,-2,.
COc1ccccc1Cn1nnc2c(=O)[nH]c(C3CCN(C(=O)c4ccccc4Cl)CC3)nc21,66,109,8,1,96,87,2,-2[fluorescence artefact?],0
Cc1nnc(SC(C)C(=O)Nc2ncc(Cl)cc2Cl)n1Cc1ccccc1 (stereo not drawn),98,103,-2,-2,93,91,7,-7,-6
C=CCn1c(=O)c2c(nc3n2CCN3c2cccc(Cl)c2C)n(C)c1=O,68,92,11,-10,97,97,4,-11,.
O=C1OC(c2ccc(Cl)cc2)/C(=C(/O)c2ccccc2)C1=O (stereo not drawn),97,98,12,-9,110,114,3,-1,5
CCC(OC(=O)c1nsc(Cl)c1Cl)C(=O)NCc1cccs1 (stereo not drawn),106,103[fluorescence artefact?],-1,20,96,96,6,16,3
Cc1cc(=O)oc(C)c1C(=O)Nc1ccc(Cl)cn1,73,98,5,-13,96,101,-15,-13,.
O=C(c1ccc(S(=O)(=O)N2CCCCC2)cc1)c1nnc(-c2ccc(Cl)cc2)o1,53,126,6,4[fluorescence artefact?],79,51,16[fluorescence artefact?],3,9
O=C1CN=C(Nc2ccc(Cl)cc2)N1c1ccccc1,100,120[fluorescence artefact?],8,-16,97,94,-2,-10[fluorescence artefact?],7
